# Cneo AK release: Cryptococcus neoformans lysis via adenylate kinase release; C. neoformans lysis, adenylate kinase release luminescence, 4 h; normalised: neutral wells 0, clomiphene wells 100; lysis activity, % at 15 µM; actives 0.2% (n = 360,000); AID 651654;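 active means mean lysis activity across replicates of at least 80%, whatever share of replicates individually reach that level; inactive means mean lysis activity below 80%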
#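 Material – Cryptococcus neoformans yeast cells · Quantity – 5 × 10^6 yeast cells/mL · Buffer or medium – YPD medium · Compound – single dose · Timing – 4 h static compound exposure, 37 °C, read 1 h post-reagent · Signal – adenylate kinase release luminescence · Read-out basis – lysis from increased AK signal · Benchmarks – Clomiphene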
# C2C12 statin: protects C2C12 myotubes from simvastatin toxicity | ATP luminescence, 48 h; scaled: DMSO 0, geranylgeraniol control 100 | rescue of ATP level, % at 7.49 µM | actives 0.78% (n = 330,000) | AID 602340;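 active means mean ATP rescue above about 67%, or every replicate alone reaching that limit, limit read from the data, passing the limit was not always enough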;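 further: myotubes were challenged with 10 µM simvastatin during compound exposure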
# PglD DTNB: PglD (C. jejuni) enzyme inhibition; inhibition, % at 12.5 µM; actives 0.098% (n = 360,000); purified PglD enzyme, DTNB colorimetric CoA detection; in the data active means inhibition above about 16%, passing the limit was not always enough; further: strong numbers were not always called active
# Starred values were filed as active, the others as inactive. Not all compounds are listed; the hit share may differ from the screen's.
smiles | Cneo AK release | C2C12 statin | PglD DTNB
O=C(C1COc2ccccc2O1)N1CCN(Cc2ccc3c(c2)OCO3)CC1 (centres undefined) | -5 | -9 | 4
COc1cc(C(=O)N/N=C/c2ccc(OC(=O)c3ccccc3Cl)c(OC)c2)ccc1O | -2 | -7 | -1
Nc1c2c(nc3ccn(Cc4ccccc4)c(=O)c13)CCC2 | 5 | -3 | 1
COc1cc(CN2CCN(C(=O)CC(C)C)CC2)cc(OC)c1OC | -3 | 4 | 1
COCCCN1C(=O)C(O)=C(C(=O)c2ccco2)C1c1ccc(Br)cc1 (centres undefined) | 1 | 52 | -1
CCC(=O)N1CCCn2c1nc1ccccc12 | 1 | 2 | -2
CCCOC(=O)Nc1ccc(C(N)=O)cc1 | 1 | -1 | 1
CCOC(=O)C(C)n1cnc2sc3c(c2c1=O)CCC3 (centres undefined) | 1 | 2 | 2

# Reprinted at random: 4 entries already listed, in no set order.
smiles | Cneo AK release | C2C12 statin | PglD DTNB
COCCCN1C(=O)C(O)=C(C(=O)c2ccco2)C1c1ccc(Br)cc1 (centres undefined) | 1 | 52 | -1
O=C(C1COc2ccccc2O1)N1CCN(Cc2ccc3c(c2)OCO3)CC1 (centres undefined) | -5 | -9 | 4
CCOC(=O)C(C)n1cnc2sc3c(c2c1=O)CCC3 (centres undefined) | 1 | 2 | 2
Nc1c2c(nc3ccn(Cc4ccccc4)c(=O)c13)CCC2 | 5 | -3 | 1

# More entries.
smiles | Cneo AK release | C2C12 statin | PglD DTNB
CCC(=O)Nc1nc(OC)cc(OC)n1 | -3 | -2 | 0
CN(C)CCCOc1nc2c(c(=O)n(C)c(=O)n2C)n1C | -2 | 13 | 5
Cc1cc(NC(=O)Nc2ccc(OCc3ccccc3)cc2)n(C)n1 | -1 | -17 | 5
O=C(Nc1ccccc1C(=O)O)c1cccc(NC(=O)c2ccc(Br)o2)c1 | -2 | -1 | -1
C=CCOc1nc2c(c(=O)n(Cc3ccc(Cl)cc3)c(=O)n2C)n1C | -1 | -3 | -1
N#C/C(C(=O)Oc1ccccc1)=C1\C=CC=CN1 | -2 | -4 | -3
COC(=O)c1ccccc1NC(=O)CSc1nnc(-c2cccc(NC(C)=O)c2)n1C | 2 | -23 | -5
CC1CCOC2(O1)C(=O)N(CN1CCN(c3cccc(Cl)c3)CC1)c1ccccc12 (centres undefined) | 0 | 9 | 7

# The results go on:
smiles | Cneo AK release | C2C12 statin | PglD DTNB
CC(C)C(=O)NC(NCC1CCCO1)C(Cl)(Cl)Cl (centres undefined) | 2 | 0 | 0
CC(=O)N(Cc1cc2c(C)cc(C)cc2[nH]c1=O)C1CCCCC1 | 4 | -6 | -2
COc1cc(NC(=O)c2cccs2)c(C(=O)OCC(=O)NC(=O)NCc2ccccc2)cc1OC | 2 | -5 | -3
O=C1OCCN1C(=O)[C@H]1[C@H](c2ccc(F)cc2)C(c2ccc(F)cc2)=NN1c1ccc(Br)cc1 | -2 | 0 | -4
Cc1oc(-c2cccc(Cl)c2)nc1CN1CCC(C(=O)N2CCN(c3ccccn3)CC2)CC1 | -3 | -12 | 0
O=C(CSC1=NCCS1)N1CCOCC1 | -2 | 14 | 0
COc1ccc(Cn2c(=O)[nH]c3cc(C(=O)N4CCN(c5ccc(OC)cc5)CC4)ccc3c2=O)cc1 | 0 | -41 | -4
O=C1OCCC1N1C(=O)c2ccccc2S1(=O)=O (centres undefined) | -2 | -6 | -3

# Other compounds:
smiles | Cneo AK release | C2C12 statin | PglD DTNB
COCCn1c(=O)[nH]c2cc(C(=O)Nc3cccc(C(C)=O)c3)ccc2c1=O | 0 | 6 | -6
Cn1c(NC(=O)C2c3ccccc3Oc3ccccc32)cc(=O)n(C)c1=O | -1 | 12 | 6
N#CNC1=NCN(CCc2ccccc2)CN1 | 0 | 13 | 1
COc1ccc(NC(=S)Nc2ccc(Oc3ccccc3)cc2)cc1 | -1 | 7 | 1
COC(=O)c1ccc(C(=O)OC)c(NC(=O)CSCc2ccccc2Br)c1 | 3 | 13 | 0
Cc1cc(NC(=O)COC(=O)c2cc(S(=O)(=O)N3CCOCC3)ccc2N2CCCCC2)no1 | 1 | -11 | -1
COC(=O)C(C(=O)Nc1ncccn1)C1CCCCCC1 (centres undefined) | 1 | -4 | 3
CCNc1nc(NC#N)nc(SCC(=O)OCC)n1 | 3 | -9 | 1

# Continuation:
smiles | Cneo AK release | C2C12 statin | PglD DTNB
Cc1cccc(Cn2c(=O)oc3ccc(C)cc32)c1 | 3 | 11 | 4
Nc1nc(N2CCOCC2)nc2ccccc12 | -15 | -1 | 7
CO/N=C/NC(=O)NOCc1c(Cl)cccc1Cl | -1 | -2 | 5
CCOCCCN1C(=O)C2C(C(=O)Nc3ccc(OCC)cc3)C3C=CC2(O3)C1C(=O)NC1CCCCC1 (centres undefined) | 0 | 10 | 1
COc1cccc(/C=N/n2c(SC)nnc2-c2ccccc2)c1OC | 4 | 40 | 2
O=C(c1ccc(NS(=O)(=O)c2ccccc2)cc1)N1CCCC1 | 6 | -1 | 3
Cc1ccc(N2CCN(C(=O)c3nn(C)c4c3CS(=O)(=O)c3ccccc3-4)CC2)c(C)c1 | -1 | 4 | 1
Cc1ccc2c(c1)[C@@H]1CN(C)CC[C@@H]1N2S(=O)(=O)c1ccc(F)cc1 | 8 | -1 | 1

# (cont.)
Structure	Cneo AK release	C2C12 statin	PglD DTNB
COc1ccc(-c2coc3c(C)c4oc(=O)c(CCC(=O)O)c(C)c4cc23)cc1	4	-19	5
CN1CCN(C(=O)c2ccc(OCCOc3ccccc3)cc2)CC1	-2	1	1
CCOC(=O)c1c(C)nc2sc(C(N)=O)c(N)c2c1-c1ccccc1	-2	11	12
CNC(=S)N1N=C(c2ccc(C)cc2)CC1c1ccc(OC)cc1 (centres undefined)	5	-5	-1
CCOc1ccc(C(=O)NC(=S)Nc2ccc(N3CCC(C)CC3)cc2)cc1[N+](=O)[O-]	2	-5	-1
COc1ccc(N2C(=O)CC(N3CCCC4CCCCC43)C2=O)cc1 (centres undefined)	2	-9	4
COc1ccc(-c2cc(C(=O)OCC(=O)N3CCCC3)c3ccccc3n2)cc1	-4	15	0
COCCn1c(=O)[nH]c2cc(C(=O)N3CCN(c4ccccc4)CC3)ccc2c1=O	2	4	-3
CCOC(=O)c1ccc(NC(=O)CC2SC(=NC)N(C)C2=O)cc1 (centres undefined)	-1	2	-1
COC(=O)c1ccc(N2CCN(C)CC2)c(NC(=O)c2ccc(-c3ccc(Cl)cc3)o2)c1	-4	-10	-5

# Next part:
Structure	Cneo AK release	C2C12 statin	PglD DTNB
O=C(N1CCCCC1)C12CC3CC(CC(C3)C1)C2	-5	-6	5
COC(=O)c1cc(NC(=O)CN2CCOCC2)cc(C(=O)OC)c1	4	-2	-3
c1ccc(C[n+]2cccc3c4ccccc4ccc32)cc1	-4	-81	1
CC1=C(C)C(=O)N(c2ccc(C(=O)O)cc2)C1=O	8	-11	3
CCCCOC(=O)Nc1ccc(OC)cc1S(=O)(=O)N1CCOCC1	-1	-8	4
CC1(C)C2CC=C(/C=N/n3cnnc3)C1C2 (centres undefined)	0	8	-3
COC(=O)[C@H](Cc1ccccc1)NC(=O)Nc1ccc(S(N)(=O)=O)cc1	0	-1	11
CNc1nc2sc3c(c2c(=O)n1C)CC(C)(C)SC3	3	13	6
Cc1nc(=O)c(-c2ccccc2)c(C)n1CC1CCCO1 (centres undefined)	2	1	0
CCCCC(=O)N1CC2(C)CN(C(=O)CCCC)CC(C)(C1)C2=O	-1	-10	-1

# Other entries.
Structure	Cneo AK release	C2C12 statin	PglD DTNB
COc1ccccc1OCc1ccc(C(=O)OCC2CCCO2)o1 (centres undefined)	-4	15	4
CCN1C(=O)/C(=C/c2cccs2)SC1=Nc1ccc(OC)cc1	-1	11	3
c1ccc(Cc2nnc3n2CCCCC3)cc1	4	55	-2
CN(C)/C=N/C(=S)Nc1ccc(Br)cc1F	-5	-18	1
Cc1cc(C(=O)N/N=C\c2cc(C(C)(C)C)ccc2O)n[nH]1	4	-2	6
CCOc1ccc(C(=O)NN2C(=O)C3C4C=CC(O4)C3C2=O)cc1 (centres undefined)	4	-4	-2
Cc1ccc(N/C=C(/C#N)c2ccsc2)cc1C	0	7	9
COc1ccc(/C=N/n2c(C)nnc2C)c(OC)c1OC	-1	-1	-6
Cc1ccc(C(=O)OCC(=O)NCc2ccc3c(c2)OCO3)s1	1	20	0
Cc1cc(C(=O)CSc2nnc(-c3ccco3)o2)c(C)n1-c1ccc2c(c1)OCCO2	7	3	2

# Compounds shown so far that have two or more sulfur atoms, in the order listed:
Structure	Cneo AK release	C2C12 statin	PglD DTNB
O=C(CSC1=NCCS1)N1CCOCC1	-2	14	0
CNc1nc2sc3c(c2c(=O)n1C)CC(C)(C)SC3	3	13	6
CCN1C(=O)/C(=C/c2cccs2)SC1=Nc1ccc(OC)cc1	-1	11	3

# The list goes on.
Structure	Cneo AK release	C2C12 statin	PglD DTNB
CCCCCCn1cnc2c(c1=O)c1nc3ccccc3nc1n2Cc1cccs1	-1	1	8
CCOC(=O)C1CCCCN1Cc1ccc(C(F)(F)F)cc1 (centres undefined)	0	2	2
COc1cc(OC)c2c(-c3cccc(-c4ccc(CO)cc4)c3)cc(=O)oc2c1	-4	-5	-3
CCOc1ccc(N(CC(=O)NCC2CCCO2)S(=O)(=O)c2ccc(OC)c(OC)c2)cc1 (centres undefined)	15	7	-3
CC(C)[C@@H]1CC[C@@H](C)c2c(-c3ccccc3)n[nH]c21	-3	2	4
Cc1nc(N2CCCC2C(=O)O)c2oc3ccccc3c2n1 (centres undefined)	10	39	0
O=C(CCC(=O)OCC(=O)c1ccc([N+](=O)[O-])cc1)Nc1ccccc1Cl	2	12	6
Cc1cc(=O)n2nc(N3CCCC3C(=O)NCCCN3CCCCC3)sc2n1 (centres undefined)	0	2	0
CCCS(=O)(=O)N1CCCC(C(=O)NCCc2ccc(OC)c(OC)c2)C1 (centres undefined)	2	5	3
CCN(CC)CCCN1C=C2C(=O)C(C)(OC(=O)CCc3ccccc3)C(=O)C=C2C=C1c1ccc(C#N)cc1 (centres undefined)	3	1	-1

# Arranged by molecular weight (smallest number first): part of the list above.
Structure	Cneo AK release	C2C12 statin	PglD DTNB
CNc1nc2sc3c(c2c(=O)n1C)CC(C)(C)SC3	3	13	6
CC(C)C(=O)NC(NCC1CCCO1)C(Cl)(Cl)Cl (centres undefined)	2	0	0
COCCn1c(=O)[nH]c2cc(C(=O)Nc3cccc(C(C)=O)c3)ccc2c1=O	0	6	-6

# More compounds.
Structure	Cneo AK release	C2C12 statin	PglD DTNB
CCCCn1c(SCC(=O)N2CCC(C(=O)OCC)CC2)nc2cc(S(N)(=O)=O)ccc21	9	5	5
O=C(Nc1nccs1)C1CCN(S(=O)(=O)c2c(Cl)cccc2Cl)CC1	0	13	2
O=C(NCc1nnc2n1CCCCC2)c1ccc(Cl)cc1Cl	2	16	-2
CCOC(=O)N1CCN(C(=O)Nc2ccc3nc(C)c(C)nc3c2)CC1	1	-10	4
CC1(C)CC(O)C(CCC(O)c2ccccc2)C(C)(C)N1 (centres undefined)	-1	17	3
CCOC(=O)C1(c2ccccc2)NC(c2ccccc2C)C2C(=O)N(c3ccc4c(c3)OCO4)C(=O)C21 (centres undefined)	-2	15	-6
Cc1ccc(-n2nnnc2SCC(=O)Nc2ccccc2N2CCCCC2)cc1C	2	8	-2
CCC(C)C(NC(=O)C(C)NC(=O)CNC(=O)CNC(=O)OCc1ccccc1)C(=O)OC (centres undefined)	-5	6	-7
Cc1ccc(C2=NN(C(=S)Nc3ccccc3)C(c3ccco3)C2)cc1 (centres undefined)	-2	10	-1
CC1CCN(C(=O)C2CCN(CC(C)c3ccccc3)CC2)CC1 (centres undefined)	-2	9	7

# The list goes on; the last 4 above are carried over.
Structure	Cneo AK release	C2C12 statin	PglD DTNB
Cc1ccc(-n2nnnc2SCC(=O)Nc2ccccc2N2CCCCC2)cc1C	2	8	-2
CCC(C)C(NC(=O)C(C)NC(=O)CNC(=O)CNC(=O)OCc1ccccc1)C(=O)OC (centres undefined)	-5	6	-7
Cc1ccc(C2=NN(C(=S)Nc3ccccc3)C(c3ccco3)C2)cc1 (centres undefined)	-2	10	-1
CC1CCN(C(=O)C2CCN(CC(C)c3ccccc3)CC2)CC1 (centres undefined)	-2	9	7
COc1cccc(-n2c(SCC(=O)N3c4ccccc4CC3C)nnc2-c2ccco2)c1 (centres undefined)	2	20	-3
Cc1ccc(C2CC(c3cccc(Br)c3)Nc3nnnn32)cc1 (centres undefined)	-1	7	-7
COC(=O)[C@@H](NC(=O)NCc1ccccc1Cl)C(C)C	1	-10	-3
O=C(CN(Cc1cccs1)C(=O)CSc1nnc(COc2ccccc2)o1)NC1CCCCC1	4	21	8

# Screening data deposited in PubChem BioAssay by Broad Institute.
